p53ts 32C tox: cytotoxicity in p53ts cells at permissive temperature; Potency, µM (titrated, usually from 46.1 µM), for inactives: at the highest dose activity change, negative = cytotoxicity, actives largely listed as cytotoxic; H1299-p53A138V at 32C, ATP luminescence viability, 24 h; hit rate 0.93% among 130,000; active = well fitted cell-killing curve with a large enough effect; inconclusive = small, poorly fitted or top-dose-only effect; inactive = no such curve, though single readings can be large or run the other way;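 note: 0% = DMSO and -100% = full killing by reference compound; nearly all actives have a fitted effect of over 55% in size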
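H1299-p53 A138V cells (temperature-sensitive p53) exposed 24 h to up to 46 uM compound at 32C, where p53 is wild-type in conformation. Viability read as ATP luminescence and normalised to DMSO and 100 uM tamoxifen. AC50 fitted with the Hill equation.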
Starred values were filed as active, the others as inactive; ? = inconclusive. Potency is the fitted concentration of half-maximal effect.

compound	p53ts 32C tox
Cn1cc(S(=O)(=O)c2cccc(Cl)c2)c(=O)c2cc(F)c(N3CCN(c4ccc(F)cc4)CC3)cc21	0%
COc1cccc(CNC(=O)C2CCCN(c3nn4cc(-c5ccc(C)cc5)nc4s3)C2)c1 (stereo not drawn)	-12%
CCOC(=O)N1CCC2(CC1)OC(=O)C(C)=C2C(=O)NCc1ccccc1OC	-3%
CC1=C(C(=O)NCc2cccc(F)c2)C2(CCCCC2)OC1=O	2%
O=C(COCc1cc(-c2ccc(F)cc2)on1)Nc1cccc(Cl)c1Cl	5%
Cc1cc(Nc2cccc(Cl)c2)nc2ccc(NC(=O)c3cccnc3)cc12	?
Cc1ccc(NC(=O)Cn2cc(S(=O)(=O)Cc3ccc(F)cc3)c3ccccc32)cc1Cl	-8%
COc1cc(NC(=O)N2CCC(CN3CCOCC3)CC2)cc(OC)c1OC	-11%
CCN1CCN(CCCNC(=O)Cn2c(-c3cccs3)cc3cc(F)ccc32)CC1	2%
COc1cccc(N2CCN(C(=O)Cn3c(-c4cccs4)cc4ccccc43)CC2)c1	8%
CCOc1ccccc1CNC(=O)CN1C(=O)CCCc2ccccc21	-2%
Fc1ccc(Nc2ncnc3c2nc2n3CCCCC2)c(F)c1	-17%
CC(C)(C)NC(=O)Cn1cc(S(=O)(=O)Cc2ccccc2Cl)c2ccccc21	4%
CCn1cc(S(=O)(=O)c2ccc(C)cc2C)c(=O)c2cc(F)c(N3CCCC3)cc21	2%
CCc1ccccc1NC(=O)COCc1cc(-c2ccco2)on1	-3%
O=C(Cn1c(-c2cccs2)cc2cc(F)ccc21)NCCCN1CCN(c2ccc(F)cc2)CC1	3%
Cc1ccc(N(C)C(=O)C2CCCN(c3ncnc4c3nc3n4CCCCC3)C2)cc1C (stereo not drawn)	8%
CCc1ccccc1NC(=O)CN1C(=O)c2cccnc2Oc2ccc(Cl)cc21	0%
Cc1cc(Nc2cccc(C(F)(F)F)c2)nc2ccc(NC(=O)c3cccc(Cl)c3)cc12	?
CCCn1c2ccccc2c2cnn(CC(=O)N(Cc3ccccc3)C(C)C)c(=O)c21	-10%
Cc1cc(NC(=O)N2CCC(CN3CCOCC3)CC2)ccc1Br	-14%
CCCCN(C)CCNC(=O)Cn1ncc2c([nH]c3ccccc32)c1=O	-19%
CCn1cc(S(=O)(=O)c2cc(C)cc(C)c2)c(=O)c2cc(F)c(N3CCC(C)CC3)cc21	7%
CCOC(=O)c1ccc(NC(=O)C2=C(C)C(=O)OC23CCN(C(C)=O)CC3)cc1	-12%
CCOC(=O)c1ccc(NC(=O)CN2Cc3ccccc3C2=O)cc1	9%
Cc1ccc(NC(=O)c2cn3c4c(ccc(Cl)c4c2=O)OC(C)C3)cc1C (stereo not drawn)	3%
CCCSCCCNC(=O)C1CCN(c2nn3cc(-c4ccc(F)cc4)nc3s2)CC1	-6%
COc1ccc(-c2cn3nc(N4CCCC(C(=O)NCc5ccccc5C)C4)sc3n2)cc1 (stereo not drawn)	-6%
Cc1cc2c(n1-c1ccc(C(=O)NCc3ccccc3Cl)cc1)CCCC2	-7%
COc1ccc(-c2nc(Cn3c(SCc4cccc(C(F)(F)F)c4)nc4cccnc43)c(C)o2)cc1OC	-2%

For convenience, part of the list above:
compound	p53ts 32C tox
O=C(COCc1cc(-c2ccc(F)cc2)on1)Nc1cccc(Cl)c1Cl	5%
Cc1cc(Nc2cccc(Cl)c2)nc2ccc(NC(=O)c3cccnc3)cc12	?
Cc1ccc(NC(=O)Cn2cc(S(=O)(=O)Cc3ccc(F)cc3)c3ccccc32)cc1Cl	-8%
COc1cc(NC(=O)N2CCC(CN3CCOCC3)CC2)cc(OC)c1OC	-11%
CCN1CCN(CCCNC(=O)Cn2c(-c3cccs3)cc3cc(F)ccc32)CC1	2%
COc1cccc(N2CCN(C(=O)Cn3c(-c4cccs4)cc4ccccc43)CC2)c1	8%
CCOc1ccccc1CNC(=O)CN1C(=O)CCCc2ccccc21	-2%

Given field by field: entries from further up.
CCOC(=O)c1ccc(NC(=O)CN2Cc3ccccc3C2=O)cc1
  p53ts 32C tox: 9%

Cc1ccc(NC(=O)c2cn3c4c(ccc(Cl)c4c2=O)OC(C)C3)cc1C (stereo not drawn)
  p53ts 32C tox: 3%

Remaining list, next part.
compound	p53ts 32C tox
CCC1CCCCN1CCCNC(=O)CN1C(=O)c2cccnc2Oc2ccc(C)cc21 (stereo not drawn)	-8%
FC(F)(F)c1cccc(N2CCN(c3ncnc4c3nc3n4CCCC3)CC2)c1	-5%
O=C(CN1C(=O)COc2ccc(S(=O)(=O)NC3CCCC3)cc21)NCc1ccccc1Cl	-5%
Cc1ccc(CSc2nc3cccnc3n2Cc2ccc(C(=O)NCCc3ccccc3)cc2)cc1	?
CC(=O)N1c2ccc(S(=O)(=O)NCCc3cccc(C)c3)cc2CC1C (stereo not drawn)	-4%
Cc1ccc(-c2cn3nc(N4CCCC(C(=O)NCc5ccc(F)cc5)C4)sc3n2)cc1 (stereo not drawn)	0%
O=C(Cn1c(SCc2ccc(F)cc2)nc2cccnc21)Nc1ccccc1F	-25%
COc1cccc(CNC(=O)C2CCN(c3ncnc4c3nc3n4CCCCC3)CC2)c1	-3%
Cc1ccc(C)c(NC(=O)CSc2nnc(-c3cc4occc4n3C)n2-c2ccccc2C)c1	1%
CC1Cc2cc(S(=O)(=O)NCCc3ccc(Cl)cc3)ccc2N1C(=O)C1CCC1 (stereo not drawn)	3%
CCOc1ccccc1CNC(=O)C1CCN(c2nn3cc(-c4ccc(F)cc4)nc3s2)CC1	-6%
O=C(c1cc(-c2ccc(Cl)cc2)n[nH]1)N1CCN(S(=O)(=O)c2ccc(Br)s2)CC1	6%
CC(=O)N1CCC2(CC1)OC(=O)C(C)=C2C(=O)Nc1cccc(Cl)c1C	-12%
O=C(C1CCN(c2ncnc3c2nc2n3CCCCC2)CC1)N1CCN(c2ccccc2F)CC1	7%
O=c1c(S(=O)(=O)c2ccccc2)cn(Cc2ccc(F)cc2)c2cc(N3CCCCC3)c(F)cc12	2%
COc1ccc(C)cc1NC(=O)N1CC(C)Sc2ccccc21 (stereo not drawn)	-8%
CCCn1c2ccccc2c2cnn(CC(=O)N(CCCOC(C)C)Cc3ccco3)c(=O)c21	-19%
COc1cccc(CNC(=O)c2ccc(-n3c(C)cc4c3CCCC4)cc2)c1	-4%
O=C(CCCN1C(=O)c2cccnc2Oc2ccc(Cl)cc21)NCc1ccccc1F	2%
CCN(CCCNC(=O)Cn1ncc2c([nH]c3ccccc32)c1=O)c1cccc(C)c1	-3%
CCN1CCN(c2cc3c(cc2F)c(=O)c(S(=O)(=O)c2ccc(OC)cc2)cn3CC)CC1	2%
Cc1ccccc1CNC(=O)C1CCN(c2nn3cc(-c4ccc(F)cc4)nc3s2)CC1	8%
O=C(Cn1c(-c2cccs2)cc2ccccc21)NCCCN1CCN(c2ccccc2F)CC1	-10%
CCc1ccccc1NC(=O)CC(C)S(=O)(=O)c1ccc2c(c1)NC(=O)CO2 (stereo not drawn)	-5%
Cc1ccccc1NC(=O)C(Cc1ccccc1)N1Cc2ccccc2C1=O (stereo not drawn)	-6%
Cc1ccc(-n2c(=O)c3c(c4cc(C)ccc4n3C)n(CC(=O)NCC3CCCO3)c2=O)cc1 (stereo not drawn)	1%
CCCSCCCNC(=O)Cn1c(-c2cccs2)cc2ccccc21	-8%
CCOC(=O)c1ccccc1NC(=O)C1CCN(c2ncnc3c2nc2n3CCCCC2)CC1	0%
CCOC(=O)c1ccccc1NC(=O)CSc1nc2ncccc2[nH]1	-11%
COC(=O)c1ccccc1NC(=O)Cn1cc(S(=O)(=O)Cc2ccccc2F)c2ccccc21	-2%

New compounds follow
compound	p53ts 32C tox
COc1ccc(OC)c(NC(=O)C2=C(C)C(=O)OC23CCCCCC3)c1	-7%
CCN1CCN(C(=O)Cn2c(-c3cccs3)cc3ccccc32)CC1	-4%
CCCCn1cc(S(=O)(=O)c2cc(C)ccc2C)c(=O)c2cc(F)c(N3CCC(C)CC3)cc21	-19%
CCN1CCC(N(Cc2ccc3c(c2)OCO3)C(=O)Nc2cc(F)ccc2F)CC1	-12%
COc1ccc(CCNC(=O)c2nc(-c3ccc(Cl)cc3)n3c2CCCCC3)c(OC)c1	5%
CCOc1ccc(NC(=O)N2CCC(CN3CCC(C)CC3)CC2)cc1	-2%
Cc1cc2[nH]c(=O)c(=O)[nH]c2cc1S(=O)(=O)Nc1cccc(C(F)(F)F)c1	-3%
CN(Cc1ccccc1)C(=O)c1ccc(CSc2nc3cccnc3n2Cc2ccccc2)cc1	12%
Cc1c(Cl)cccc1NC(=O)N1CCC(CN2CCOCC2)CC1	-13%
Cc1cccc(N2CCN(C(=O)Cn3ncc4c([nH]c5ccccc54)c3=O)CC2C)c1 (stereo not drawn)	5%
Cc1cccc(CCNC(=O)C2CCN(c3ncnc4c3nc3n4CCCCC3)CC2)c1	-9%
COc1ccc(CCNC(=O)C2CCN(c3ncnc4c3nc3n4CCCCC3)CC2)c(OC)c1	-8%
COc1cc(NS(=O)(=O)c2ccc3c(c2)CC(C)N3C(=O)C2CCC2)cc(OC)c1OC (stereo not drawn)	-15%
O=C(Cn1c(-c2cccs2)cc2cc(F)ccc21)NCCCN1CCN(c2ccccc2F)CC1	-5%
Cc1ccc(C)c(N2CCN(CCCNC(=O)Cn3ncc4c([nH]c5ccccc54)c3=O)CC2)c1	3%
CCCCN(C)C(=O)CN1C(=O)c2cccnc2Oc2ccc(Cl)cc21	4%
COc1ccc(Cn2c(SCc3ccc(C(=O)NC4CCCCC4)cc3)nc3cccnc32)cc1	-1%
Cc1ccc(-c2nc(Cn3c(SCc4ccc(F)cc4)nc4cccnc43)c(C)o2)cc1	7%
O=C(Cn1cc(S(=O)(=O)Cc2cccc(Cl)c2)c2ccccc21)Nc1ccccc1C(F)(F)F	-6%
O=C(c1cc(-c2ccc(Br)cc2)n[nH]1)N1CCN(S(=O)(=O)c2ccc(Br)cc2)CC1	2%
Fc1ccccc1N1CCN(c2ncnc3c2nc2n3CCCC2)CC1	-3%
COc1ccc(-c2cn3nc(N4CCCC(C(=O)NCc5ccccc5OC)C4)sc3n2)cc1 (stereo not drawn)	-3%
Cc1cccc(S(=O)(=O)c2cn(Cc3ccccc3)c3cc(N4CCC(C)CC4)c(F)cc3c2=O)c1	4%
CCc1ccc(S(=O)(=O)c2cn(C)c3cc(N4CCC(C)CC4)c(F)cc3c2=O)cc1	-2%
CCOc1ccc(CCNC(=O)CN2C(=O)c3cccnc3Oc3ccc(Cl)cc32)cc1	7%
COc1ccc(CNC(=O)CN2C(=O)COc3ccc(S(=O)(=O)NC4CCCC4)cc32)cc1	-3%
CCc1ccc(S(=O)(=O)c2cn(Cc3ccccc3)c3cc(N4CCCC4)c(F)cc3c2=O)cc1	-4%
Cc1cccc(S(=O)(=O)c2cn(C)c3cc(N4CCN(c5ccc(F)cc5)CC4)c(F)cc3c2=O)c1	-8%
CCOc1ccc(C(=O)Nc2ccc3nc(Nc4cccc(C(F)(F)F)c4)cc(C)c3c2)cc1OCC	0%
CC(=O)N1CCc2cc(S(=O)(=O)CCC(=O)NCc3ccc(Cl)cc3)ccc21	-8%

Reformatted field by field: 3 of the compounds above.
compound: CCN1CCC(N(Cc2ccc3c(c2)OCO3)C(=O)Nc2cc(F)ccc2F)CC1
- p53ts 32C tox: -12%

compound: COc1ccc(CCNC(=O)c2nc(-c3ccc(Cl)cc3)n3c2CCCCC3)c(OC)c1
- p53ts 32C tox: 5%

compound: CCOc1ccc(NC(=O)N2CCC(CN3CCC(C)CC3)CC2)cc1
- p53ts 32C tox: -2%

Next part
compound	p53ts 32C tox
O=C(NCc1cccs1)c1ccc(Cn2c(SCc3cccc(F)c3)nc3cccnc32)cc1	-4%
CSc1ncc(C(=O)Nc2c(C)cccc2C)c(-c2ccccc2)n1	7%
O=C(NCc1cccs1)c1ccc(Cn2c(SCc3ccc(F)cc3)nc3cccnc32)cc1	?
CCCS(=O)(=O)N1CC(=O)N(c2ccccc2C)C(C)(C(=O)NC2CCCCC2)C1 (stereo not drawn)	3%
CN(Cc1ccccc1)C(=O)c1ccc(CSc2nc3cccnc3n2Cc2ccccc2F)cc1	7%
CCOC(=O)c1ccc(NC(=O)C(Cc2ccccc2)N2Cc3ccccc3C2=O)cc1 (stereo not drawn)	3%
Cc1cc(Nc2cccc(C(F)(F)F)c2)nc2ccc(NC(=O)c3cccnc3)cc12	13µM*
Cc1ccc(CNS(=O)(=O)c2ccc3[nH]c4c(c3c2)CCCC4)cc1	-7%
CCc1ccccc1N(CC)C(=O)C1CCN(c2ncnc3c2nc2n3CCCCC2)CC1	-3%
CSc1ncc(C(=O)Nc2ccccc2C(=O)c2ccccc2)c(C)n1	-2%
CCOc1ccc(NC(=O)NC(C)c2c(-n3cccc3)sc3c2CCN(CC)C3)cc1 (stereo not drawn)	-3%

A portion of the library (hit frequency here may not be typical).
